Screens (PubChem BioAssay)
INS-1E GSIS act: GLuc luminescence reporter in INS-1E cells, primary screen for activators of glucose-dependent secretion of insulin. INS-1E GLuc reporter insulin secretion, 2-3 h. activation, % at 16.6 µM. 0.61% of 370,000 active. AID 743287;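 active = lowest replicate activation of at least 40%, so every replicate reaches that level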;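 also: 0% = median of neutral control wells and 100% = median of IBMX positive control wells; some compounds called inactive have numbers as strong as hits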
E-sel inducer: E-selectin induction on HUVECs; P16581; HUVEC E-selectin immunofluorescence imaging; normalized: neutral wells 0, TNF-alpha wells 100; activation, % at 7.58 µM; 0.37% of 260,000 active;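 active = mean E-selectin-positive cell signal at least 10% of the positive control, reached in at least 60% of replicates, without over 20% cell loss; inconclusive = no rule given, readout overlaps actives, possibly toxicity-flagged; inactive = the rest, including those meeting only one limit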;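 also: in these data hits start at about 27%; measured in HUVEC primary endothelial cells; signal is the percent of cells scored E-selectin positive by PE staining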
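Assay system: HUVEC primary endothelial cells. Input: 3,000 HUVEC seeded per well. Doses: one compound dose added by pin transfer. Read-out basis: % PE-positive cells. Benchmarks: TNF-alpha high, DMSO low. Detection: immunofluorescence imaging. Buffer or medium: EGM-2, gelatin.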
RAD54 inh: inhibitors of human RAD54 branch migration. Q92698. RAD54 Holliday junction branch migration, FAM/BHQ fluorescence. inhibition, % at 10.4 µM. 0.14% of 360,000 active;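 active = mean normalized replicate activity at least 40 and at least half of replicates scoring 40 or more; inconclusive = only one of the two criteria met; inactive = mean below 40 and under half of replicates reaching 40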;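 also: 0% = median of neutral control wells and 100% = median of positive control wells; inhibitors cause a drop in the FAM fluorescence signal; in these data hits start at about 50%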
Xi reactivation: reactivates the inactive X chromosome in mouse fibroblasts | XiGFP mouse fibroblasts, % GFP-positive cells imaging, 3 d; cells co-treated with 5-aza-dC sensitizer; scaled so ellipticine positive control = 100% | activation, % at 7.58 µM | 0.055% of 360,000 active;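 active = mean normalized replicate activation at least 10% and every replicate at or above 10%; inconclusive = only one of the two criteria met; inactive = mean below 10% and not all replicates reach 10%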;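 also: 0% = median of on-plate neutral control wells and 100% = ellipticine 6 µM median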
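System: 68-5-11 XiGFP fibroblast line | Buffer or medium: DMEM containing 5-aza-dC | Compound: Single point | Times: Compounds 3 days, fix/stain 15 min at room temperature | Benchmarks: Positive control ellipticine, 6 µM final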
DENV2 CPE rescue: DENV2-induced cell death inhibition | DENV2-infected cells, cytopathic effect rescue, plate reader | CPE inhibition, % at 9.99 µM | AID 651640 | 1.7% of 350,000 active; in the data active = CPE inhibition above about 20%, passing the limit was not always enough; inconclusive = no clear call, values can overlap the other calls; tested in BHK-21 cells;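 also: 0% = median of neutral control wells and 100% = median of positive control wells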
RAD52 inh: RAD52 (human) annealing inhibition | recombinant RAD52 DNA annealing, FRET fluorescence | P43351 | inhibition, % at 18.7 µM | 0.46% of 360,000 active;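 active = every replicate showing at least 50% inhibition; inconclusive = mean inhibition at least 50% but not in every replicate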
Target sequence (P43351 whole entry, looked up): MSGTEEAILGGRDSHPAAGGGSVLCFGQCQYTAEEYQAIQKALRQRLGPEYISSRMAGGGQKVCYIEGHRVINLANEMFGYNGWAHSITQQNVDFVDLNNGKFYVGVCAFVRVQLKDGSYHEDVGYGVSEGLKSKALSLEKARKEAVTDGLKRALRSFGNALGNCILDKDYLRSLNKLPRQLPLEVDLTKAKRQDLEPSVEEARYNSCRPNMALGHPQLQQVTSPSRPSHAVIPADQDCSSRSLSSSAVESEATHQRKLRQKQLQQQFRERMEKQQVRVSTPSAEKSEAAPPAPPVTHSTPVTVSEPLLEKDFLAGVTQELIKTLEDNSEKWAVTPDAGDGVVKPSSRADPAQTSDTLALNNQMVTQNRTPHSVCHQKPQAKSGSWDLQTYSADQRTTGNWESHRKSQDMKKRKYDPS
CFTR F508del cor: CFTR F508del correction in bronchial cells. CFBE cells, YFP halide quenching; stimulated with forskolin plus potentiator P3; % fluorescence drop versus neutral controls. activity (quench increase), % at 7.58 µM. 0.36% of 350,000 active. AID 720511;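 active = mean added fluorescence quench of at least 8% versus neutral control, with both replicates also reaching 8%; inconclusive = only one of the mean or replicate conditions met; inactive = mean below 8% and not both replicates reaching 8%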;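 also: cells transiently co-express mutant CFTR-F508del with the halide-sensitive YFP; corrector assay measuring rescue of mutant channel to the surface after 24 h compound exposure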
Casp6 inh: inhibitors of human caspase-6. inhibition, % at 12.5 µM. P55212. 0.53% of 350,000 active. purified caspase-6, Z-VEID-R110 cleavage fluorescence;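 active = mean inhibition across replicates at least about 35%, with every replicate also reaching that limit, limit read from the data; inconclusive = only one of the two criteria met; inactive = neither criterion met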;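 also: 0% = median of neutral control wells and 100% = no fluorescence left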
Target sequence (P55212 24-179 limits assumed): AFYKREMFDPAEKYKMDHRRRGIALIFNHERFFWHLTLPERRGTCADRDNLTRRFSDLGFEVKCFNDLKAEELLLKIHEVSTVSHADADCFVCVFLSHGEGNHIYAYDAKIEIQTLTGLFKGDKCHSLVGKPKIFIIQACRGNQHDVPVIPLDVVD
Target sequence (P55212 194-293 limits assumed): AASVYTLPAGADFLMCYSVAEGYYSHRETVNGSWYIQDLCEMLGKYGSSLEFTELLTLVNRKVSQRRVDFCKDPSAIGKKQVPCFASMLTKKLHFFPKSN
An asterisk follows results filed as active.

For COc1ccc(CCNC(=O)Cn2cnc3c(nnn3Cc3ccccc3F)c2=O)cc1OC the results were INS-1E GSIS act -5, RAD54 inh 14, DENV2 CPE rescue -2, RAD52 inh -7, CFTR F508del cor 2.3 and Casp6 inh -1.
`Cc1c(C#N)c(O)[nH]c(=O)c1N=Nc1ccc(S(N)(=O)=O)cc1` gave INS-1E GSIS act -16, E-sel inducer -1.8, RAD54 inh 13, Xi reactivation 0.0, DENV2 CPE rescue 0, RAD52 inh -14, CFTR F508del cor 0.2 and Casp6 inh 44*.
For O=C(Cc1ccccc1F)Nc1cccc2cccnc12 the results were INS-1E GSIS act -3, RAD54 inh 5, Xi reactivation 0.0, DENV2 CPE rescue -2, RAD52 inh 3, CFTR F508del cor 1.0 and Casp6 inh -6.
O=C(C[C@@H]1C=C[C@H](NC(=O)C2CCOCC2)[C@H](CO)O1)NCc1ccccc1Cl was read as INS-1E GSIS act 8, E-sel inducer 1.4, Xi reactivation -0.5, DENV2 CPE rescue -6, RAD52 inh -6, CFTR F508del cor 1.0 and Casp6 inh 2.
For COC(=O)c1ccc(-c2ccc(/C=N/N3C(=O)C4C5C=CC(CC5)C4C3=O)o2)cc1 (stereo not drawn) the results were INS-1E GSIS act -6, E-sel inducer -0.3, Xi reactivation 0.0, DENV2 CPE rescue 1, RAD52 inh -15 and Casp6 inh -1.
Screening ClC1CCCCC1n1nnc2ccccc21 (stereo not drawn) returned Xi reactivation inconclusive, DENV2 CPE rescue 1, RAD52 inh -11, CFTR F508del cor -0.6 and Casp6 inh -3.
For C[C@@H]1CN([C@H](C)CO)S(=O)(=O)c2ccc(C#C[C@@H](C)O)cc2O[C@@H]1CN(C)Cc1cccnc1 the results were INS-1E GSIS act 11, E-sel inducer -0.1, RAD54 inh 9, Xi reactivation 0.0, DENV2 CPE rescue -5, RAD52 inh 5, CFTR F508del cor 0.3 and Casp6 inh -1.
Screening CCCN1C[C@@H](C)[C@H](OC)CN(C)C(=O)c2cc(NC(=O)C3CC3)ccc2OC[C@@H]1C returned INS-1E GSIS act 7, E-sel inducer 0.5, RAD54 inh 9, Xi reactivation -0.3, DENV2 CPE rescue -6, RAD52 inh 8, CFTR F508del cor 1.2 and Casp6 inh -3.
For CCN(CC(=O)Nc1c(F)cccc1F)C(=O)CCCc1c[nH]c2ccccc12 the results were INS-1E GSIS act -4, E-sel inducer -0.1, RAD54 inh 4, Xi reactivation 0.0, DENV2 CPE rescue -10, RAD52 inh -15, CFTR F508del cor -0.8 and Casp6 inh -1.
CC(=O)NC(=S)Nc1ccc(NC(=O)c2cccnc2)cc1 was read as INS-1E GSIS act 6, RAD54 inh -11, Xi reactivation 0.1, DENV2 CPE rescue 2, RAD52 inh -28, CFTR F508del cor -0.3 and Casp6 inh 1.
For Cc1cccc(-n2c(-c3ccncc3)n[nH]c2=S)c1C the results were INS-1E GSIS act 19, E-sel inducer 0.2, Xi reactivation 0.3, DENV2 CPE rescue 0, RAD52 inh -3, CFTR F508del cor 3.0 and Casp6 inh -4.
`C[C@H](CO)N1C[C@H](C)[C@H](CN(C)Cc2ccccc2F)Oc2cc(C#CC3CC3)ccc2S1(=O)=O` gave INS-1E GSIS act -3, E-sel inducer 1.1, RAD54 inh 1, Xi reactivation -0.7, DENV2 CPE rescue -1, RAD52 inh 1, CFTR F508del cor 0.5 and Casp6 inh -1.
`O=C(c1cccnc1)N1CCCCN2[C@H](CO)[C@H](c3ccc(C#Cc4cccnc4)cc3)[C@@H]2C1` gave INS-1E GSIS act -5, E-sel inducer 0.1, RAD54 inh -2, Xi reactivation 0.0 and CFTR F508del cor -1.4.
Screening CSc1ccc(S(=O)(=O)N2CCC(C(=O)Nc3ccc(C(N)=O)cc3)CC2)cc1 returned INS-1E GSIS act -10, RAD54 inh -4, Xi reactivation 0.0, DENV2 CPE rescue -1, RAD52 inh -15, CFTR F508del cor -2.0 and Casp6 inh -5.
`Cc1ccc(N(CC(=O)NCc2ccc3c(c2)OCO3)S(=O)(=O)c2c(C)noc2C)cc1` gave INS-1E GSIS act -23, E-sel inducer 1.4, RAD54 inh -3, Xi reactivation 0.2, DENV2 CPE rescue -4, RAD52 inh -1, CFTR F508del cor 1.5 and Casp6 inh -2.
Screening Cn1cc(P(=S)(N2CCOCC2)N2CCOCC2)cc1P(=S)(N1CCOCC1)N1CCOCC1 returned INS-1E GSIS act 5, E-sel inducer 1.3, RAD54 inh 7, Xi reactivation 0.3, DENV2 CPE rescue -7, RAD52 inh -11, CFTR F508del cor -0.9 and Casp6 inh -1.
For C[C@@H]1CN([C@@H](C)CO)C(=O)c2cc(NC(=O)Nc3ccc(F)cc3)ccc2O[C@@H]1CN(C)C(=O)Nc1cccc2ccccc12 the results were INS-1E GSIS act -5, E-sel inducer 0.0, RAD54 inh 6, Xi reactivation 0.0, DENV2 CPE rescue -13, RAD52 inh -14, CFTR F508del cor 0.3 and Casp6 inh 2.
Screening Cc1cc(C(=O)Nc2ccc3c(c2)C(=O)N(C)[C@@H]2CC[C@H](CC(=O)N[C@H](C)c4ccccc4)O[C@@H]2CO3)no1 returned INS-1E GSIS act 0, E-sel inducer -0.1, Xi reactivation 0.1 and CFTR F508del cor 2.9.
COc1ccc(CN(CC(=O)NCC2CCCO2)C(=O)CNS(=O)(=O)c2ccccc2)cc1 (stereo not drawn) was read as INS-1E GSIS act 35, RAD54 inh -5, Xi reactivation 0.4, DENV2 CPE rescue -4, RAD52 inh -2, CFTR F508del cor 2.0 and Casp6 inh -2.
Screening O=C([C@H]1[C@H](CO)[C@H]2Cn3c(ccc(-c4ccncc4)c3=O)[C@@H]1N2Cc1cccnc1)N1CCOCC1 returned INS-1E GSIS act 5, E-sel inducer -0.2, RAD54 inh -10, Xi reactivation 0.0, DENV2 CPE rescue inconclusive, RAD52 inh -10, CFTR F508del cor -1.6 and Casp6 inh 0.
O=C(CN1CCCCC1)Nc1nc(-c2ccc(F)c(F)c2)cs1 was read as INS-1E GSIS act -1, E-sel inducer -0.1, RAD54 inh -12, Xi reactivation 0.1, DENV2 CPE rescue -3, RAD52 inh -19, CFTR F508del cor -1.9 and Casp6 inh -1.
COc1ccc(NC(=S)N(CCCN2CCOCC2)Cc2ccccn2)cc1 was read as INS-1E GSIS act 13, E-sel inducer 2.3, RAD54 inh -14, Xi reactivation 1.0, DENV2 CPE rescue 2, RAD52 inh -14, CFTR F508del cor -1.5 and Casp6 inh 0.
`C[C@H]1CN([C@@H](C)CO)C(=O)Cc2cc(NC(=O)Cn3cnnn3)ccc2O[C@@H]1CN(C)C(=O)Nc1ccc(F)cc1` gave INS-1E GSIS act 13, E-sel inducer 5.7, Xi reactivation 2.3 and CFTR F508del cor 1.1.
`CC1(C)Cc2nc3sc4c(N(CCO)CCO)nnnc4c3cc2CO1` gave INS-1E GSIS act 8, Xi reactivation 0.0, DENV2 CPE rescue 2, RAD52 inh -14, CFTR F508del cor 0.4 and Casp6 inh 0.
For Cc1nc2ccc(C(=O)OCc3nnc(-c4ccc(Br)cc4)o3)cc2nc1C the results were INS-1E GSIS act 4, E-sel inducer -0.7, RAD54 inh 7, Xi reactivation 0.3, DENV2 CPE rescue 5, RAD52 inh -24, CFTR F508del cor 0.0 and Casp6 inh 2.
Screening COc1cc(C2/C(=C(\O)c3ccc4c(c3)OCCO4)C(=O)C(=O)N2Cc2ccccc2)ccc1O (stereo not drawn) returned INS-1E GSIS act 111, E-sel inducer 2.4, RAD54 inh 5, Xi reactivation 0.3, DENV2 CPE rescue 0, RAD52 inh -6, CFTR F508del cor -0.7 and Casp6 inh -3.
`CC(Oc1ccc(Cl)cc1)C(=O)Nc1cccc(S(=O)(=O)N2CCOCC2)c1` (stereo not drawn) gave INS-1E GSIS act -16, E-sel inducer -0.3, RAD54 inh -4, Xi reactivation 0.0, DENV2 CPE rescue 7, RAD52 inh -8, CFTR F508del cor -4.5 and Casp6 inh 3.
CCCCNC(=O)C1(C)CCN1C(=O)c1ccc(OC)c(C(F)(F)F)c1 (stereo not drawn) was read as RAD54 inh -3, Xi reactivation 0.0, DENV2 CPE rescue -13, RAD52 inh -1, CFTR F508del cor 2.5 and Casp6 inh -1.
`COc1cc2c(cc1OC)C(c1c(Cl)cccc1Cl)NC(=O)C2` (stereo not drawn) gave INS-1E GSIS act -5, RAD54 inh -5, Xi reactivation 0.0, DENV2 CPE rescue -2, RAD52 inh -2, CFTR F508del cor -9.1 and Casp6 inh 3.
`Cc1cccc(C(=O)OCC(=O)Nc2c(C)nn(-c3ccccc3)c2C)c1O` gave INS-1E GSIS act 33, E-sel inducer -0.3, Xi reactivation 0.0, DENV2 CPE rescue -3, RAD52 inh -7, CFTR F508del cor 3.3 and Casp6 inh -1.
O=S(=O)(NCCc1csc(-c2cccnc2)n1)c1ccc2c(c1)OCCO2 was read as INS-1E GSIS act 14, RAD54 inh 6, Xi reactivation -0.2, DENV2 CPE rescue 3, RAD52 inh -13, CFTR F508del cor -3.4 and Casp6 inh 0.
For CO[C@H]1CN(C)C(=O)c2cc(NS(=O)(=O)c3ccccc3Cl)ccc2OC[C@@H](C)NC[C@H]1C the results were INS-1E GSIS act 3, E-sel inducer 0.4, RAD54 inh -1, Xi reactivation -0.4, DENV2 CPE rescue -8, RAD52 inh -6, CFTR F508del cor -5.2 and Casp6 inh -2.
O=c1[nH]c(CSc2nnc(NCCCN3CCOCC3)s2)nc2cc(Cl)ccc12 was read as INS-1E GSIS act 5, RAD54 inh 7, RAD52 inh -23 and Casp6 inh 1.
`CCOC(=O)N1CCN(C(=O)C[C@@H]2C[C@@]3(C(=O)OC)CCCCC=C3N(Cc3ccco3)C2=O)CC1` gave INS-1E GSIS act -4, E-sel inducer 1.2, Xi reactivation 0.1, DENV2 CPE rescue 10, RAD52 inh -2, CFTR F508del cor 1.2 and Casp6 inh 4.
`COc1ccc(-c2ccc3c(c2)C2CC3CCN2S(=O)(=O)c2ccccc2C)cc1` (stereo not drawn) gave E-sel inducer 0.2, RAD54 inh -3, Xi reactivation 0.0, DENV2 CPE rescue inconclusive, RAD52 inh -8, CFTR F508del cor -1.6 and Casp6 inh -3.
CC1(C(=O)NS(=O)(=O)c2ccccc2Cl)CCN1C(=O)CCc1ccc(Cl)cc1Cl (stereo not drawn) was read as INS-1E GSIS act 15, E-sel inducer -0.3, RAD54 inh 5, Xi reactivation 0.0, DENV2 CPE rescue -3, RAD52 inh -20, CFTR F508del cor 0.1 and Casp6 inh 3.
Screening COc1ccc(C2C(C(C)=O)=C(O)C(=O)N2c2ccccn2)cc1 (stereo not drawn) returned INS-1E GSIS act 10, RAD54 inh 1, Xi reactivation 0.0, DENV2 CPE rescue 3, RAD52 inh -20, CFTR F508del cor 2.8 and Casp6 inh 0.
N#C[C@H]1[C@H](c2ccc(C#Cc3cccc(F)c3)cc2)[C@@H](CO)N1C(=O)C1CC1 was read as INS-1E GSIS act 2, E-sel inducer -0.8, RAD54 inh -8, Xi reactivation 0.1, DENV2 CPE rescue -2, RAD52 inh -104, CFTR F508del cor 1.3 and Casp6 inh 1.
Screening CN1C(=O)c2cc(NS(C)(=O)=O)ccc2OC[C@H]2O[C@@H](CC(=O)NCc3ccccc3)CC[C@@H]21 returned INS-1E GSIS act -7, E-sel inducer -0.3, RAD54 inh 2, Xi reactivation 0.0, DENV2 CPE rescue 4, RAD52 inh 4, CFTR F508del cor 1.9 and Casp6 inh 3.

Compounds as they come; about 3.7% have a hit in one of these screens.
